N370S GC: inhibitors or activators of N370S glucocerebrosidase for Gaucher disease. P04062. hit rate 0.092% among 330,000. Potency, µM (top dose mostly 59.4 µM), inactives show at the highest dose activity change, negative = inhibition, actives largely listed as inhibitors. N370S GC spleen homogenate, 4MU-glucoside fluorescence;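 also: 0% = full enzyme activity and -100% = no enzyme basal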
TDP1 block: blocks human tyrosyl-DNA phosphodiesterase 1 | AID 485290 | recombinant TDP1, AlphaScreen DNA substrate cleavage | Q9NUW8 | Potency, µM (highest dose often 130 µM), for inactives: at the highest dose activity change, negative = inhibition, most hits filed as inhibitors | hit rate 0.28% among 350,000; also: nearly all actives have a fitted effect of over 40% in size
Target sequence (Q9NUW8 whole entry, looked up): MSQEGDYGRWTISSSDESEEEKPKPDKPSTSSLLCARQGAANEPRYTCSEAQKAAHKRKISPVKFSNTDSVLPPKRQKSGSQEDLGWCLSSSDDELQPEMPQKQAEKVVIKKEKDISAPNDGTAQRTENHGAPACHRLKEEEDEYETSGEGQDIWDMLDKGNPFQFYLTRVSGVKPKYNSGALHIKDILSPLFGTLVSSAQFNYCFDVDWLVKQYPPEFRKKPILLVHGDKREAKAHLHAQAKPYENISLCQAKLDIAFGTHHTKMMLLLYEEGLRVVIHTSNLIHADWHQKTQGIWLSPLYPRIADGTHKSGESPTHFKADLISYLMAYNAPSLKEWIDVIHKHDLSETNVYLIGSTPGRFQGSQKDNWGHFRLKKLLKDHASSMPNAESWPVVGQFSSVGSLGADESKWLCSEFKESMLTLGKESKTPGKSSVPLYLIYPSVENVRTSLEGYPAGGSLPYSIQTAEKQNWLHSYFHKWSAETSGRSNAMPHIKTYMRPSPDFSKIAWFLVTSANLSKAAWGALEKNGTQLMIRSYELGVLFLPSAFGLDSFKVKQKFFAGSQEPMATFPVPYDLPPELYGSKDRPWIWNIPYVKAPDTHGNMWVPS
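Recombinant E. coli-expressed Tdp1 (1 nM) preincubated with compound 15 min at RT, then 5'-biotin/3'-phosphotyrosine-FITC DNA substrate (15 nM) added for 5 min. AlphaScreen beads (10 ug/ml) added, 10 min RT; tyrosine-FITC cleavage read as signal loss.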
TDP1 cell noCPT: qHTS for Inhibitors of human tyrosyl-DNA phosphodiesterase 1 (TDP1): qHTS in cells in absence of CPT; DT40 Tdp1-/- hTDP1 cells, no CPT, ATP luminescence, 48 h; Potency, µM (top dose mostly 46.2 µM), inactives show at the top dose activity change, negative = growth inhibition, most hits filed as inhibitors; hit rate 15% among 420,000; AID 686978, 2013; also: nearly all actives have a fitted effect of over 55% in size
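Luminescent ATP content (CellTiter-Glo) served as the growth readout. Knockout chicken DT40 cells expressing human TDP1 were exposed to compounds without camptothecin for a minimum 48 hr at 37 °C.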
* = called active by the depositor; ? = inconclusive; nt = no result given; & = joins results of further samples; [ ] = dose if it differs, or a comment. Calls follow the shape of the dose curve; as a rule, active = well fitted curve in the direction sought with a large enough effect; inconclusive = small, poorly fitted or top-dose-only effect, or another doubt; inactive = no such curve, though single readings can be large; an effect the other way counts as inactive or inconclusive. Unless noted, % is scaled to controls: 0 for no effect and ±100 for the full control effect; potency is read from the fitted curve at half-maximal effect.

SMILES | N370S GC | TDP1 block | TDP1 cell noCPT
Cc1cc(C)nc(SCc2ccc(C(=O)NNC(=O)Nc3cccc(Cl)c3)cc2)n1 | 4% | 8% | 13µM*
Cc1ccc(C)c2sc(N3CCN(C(=O)c4ccco4)CC3)nc12 | nt | 8% | 18µM*
O=C1Nc2ccccc2N(O)N1c1ccc(Cl)cc1 | -9% | 2% | 11%
CS(=O)(=O)c1ccc2nc(NC(=O)Oc3ccccc3)sc2c1 | -5% | 2% | -20%
Cn1c(=O)cnc2cnc(Oc3ccccc3)nc21 | 10% | nt | -13%
COc1cccc(NC(=O)Cn2c3ccc(F)cc3c3nc4n(c(=O)c32)CCS4)c1 | 4% | 4% | 27%
COc1ccc2c(c1)CC/C2=N\OC(=O)c1ccccc1C | 14% | 5% | -17%
CCN(CCCNC(=O)c1cc(Nc2ccc(OC)cc2OC)nc2ccccc12)c1cccc(C)c1 | nt | 7% | 15µM*
O=C(CCCCCn1nnc2ccccc2c1=O)Nc1ccccc1F | -6% | nt | -19%
COc1ccc(-c2cc(C(F)(F)F)n3ncc(C(=O)NCC4CCCO4)c3n2)cc1OC (stereo not given) | -25% | -3% | ?
CCOC(=O)CSc1ncc(-c2ccccc2)nn1 | ? | 6% | 2%
Cc1ccccc1-c1nc(CS(=O)(=O)CC(=O)Nc2cc(Cl)cc(Cl)c2)c(C)o1 | nt | 5% | ?
COc1ccccc1NS(=O)(=O)c1ccc(O)c(C(=O)OCc2cccc([N+](=O)[O-])c2)c1 | 10% | 5% | ?
COc1ccccc1NC(=O)CN1C(=O)C(C)Oc2ccccc21 (stereo not given) | -5% | -3% | -18%
Cc1ccc(S(=O)(=O)NCC(=O)N(CC2CCCO2)C(C(=O)NC2CCCC2)C(C)C)cc1 (stereo not given) | -5% | 9% | -18%
COc1ccc(-c2cn3cccnc3n2)cc1NC(=O)C1CC1 | 6% | 6% | 4%
COc1ccc(C(c2nnnn2C(C)C)N2CCN(C(=O)c3ccco3)CC2)cc1 (stereo not given) | -1% | 1% | -6%
CN(C)S(=O)(=O)c1ccc(C(=O)NCc2nnc(SCC(=O)c3ccccc3)o2)cc1 | -9% | 1% | ?
O=C(/C=C/c1ccccc1)OCC(=O)c1ccc[nH]1 | 5% | -3% | -15%
Cc1c(C(=O)NCCc2ccc(Cl)cc2)cccc1-n1cnc2cccnc21 | nt | 3% | 13µM*
O=C(COC(=O)c1cc[n+]([O-])cc1)NCCc1ccc(Cl)cc1Cl | -24% | 0% | 3%
CCOc1ccc2[nH]c(=O)c(CN(CCN3CCCC3)C(=S)Nc3ccccc3OCC)cc2c1 | 3% | 0% | 23µM*
CCOc1c(Cl)cnn(-c2ccc(C)cc2)c1=O | -8% | 2% | ?
CCN(CC)S(=O)(=O)c1ccc2c(c1)N(CC(=O)NCc1ccccc1)C(=O)CS2 | nt | -3% | -10%
Cc1nn(CC(N)=O)c(=O)c2ccccc12 | 1% | 6% | ?
CCOC(=O)N1CCN(C(=O)C(=O)Nc2sc3c(c2C(=O)O)CC(C)(C)OC3)CC1 | 2% | 3% | -6%
Cc1nn(C(C)C(=O)NCC2CCCO2)c(=O)c2c1sc1ccccc12 (stereo not given) | -17% | 5% | -3%
CC1=C(C(=O)OC(C)C)C(c2cncc(-c3ccc(F)cc3)c2)C(C#N)=C(N)O1 (stereo not given) | 12% | 3% | ?
O=C(Nc1ccc(-c2nc3cccnc3s2)cc1)C1CCCO1 (stereo not given) | 15% | 4% | 21µM*
CCCCC(=O)NC(=S)NNC(=O)CCc1ccccc1 | 4% | 4% | 21µM*
COc1ccc(CCNS(=O)(=O)c2ccc(C(=O)NCc3ccco3)cc2)cc1OC | 6% | 5% | -13%
CCS(=O)(=O)N1CCC(NC(=O)C(Cc2ccc(OC)c(OC)c2)NC(C)=O)CC1 (stereo not given) | -8% | nt | 6%
NC(=O)c1nsc(C(=O)N(CC(=O)NCc2ccccc2)c2cccc(F)c2)c1N | 13% | 0% | -13%
Cc1cc(C)cc(OCC(=O)Nc2ccc(CN3CCCCC3)cc2)c1 | 15% | 8% | -5%
CC(C)(c1ccccc1)c1ccc(OCCN2CCOCC2)cc1 | -23% | nt | 16µM*
CC(NC(=O)c1ccccc1Cl)c1nnc(SCC(=O)Nc2ccc(C(=O)O)cc2)n1C (stereo not given) | -1% | 5% | 38%
Cc1[nH]c(-c2ccccn2)nc(=S)c1Cl | -5% | nt | ?
CCCNS(=O)(=O)c1ccc(CCC(=O)N2CCN(CC)CC2)cc1 | 10% | 2% | 0%
CCOc1ccccc1NC(=O)C1COc2ccccc2O1 (stereo not given) | 10% | nt | ?
O=C(Nc1cc2ccc(O)cc2oc1=O)c1ccc(F)cc1 | nt | -2% | ?
COCc1cc(C)nc(SCc2ccc(F)cc2)c1C#N | 17% | nt | -28%
CCCCCCOC(=O)C(C#N)c1nc2ccccc2nc1N1CCN(C)CC1 (stereo not given) | -25%&-17% | 9% | ?
Cc1nnc(NC(=O)CSc2nc3c([nH]c4ccccc43)c(=O)n2-c2cccc(Cl)c2)s1 | nt | 7% | ?
COC(=O)[C@@]1(Cc2ccc(F)cc2)[C@H]2c3cc(C(=O)N4CCCC4)n(Cc4ccc(OC(F)(F)F)cc4)c3C[C@H]2CN1C(=O)c1ccccc1 | 2% | 13% | 18µM*
COc1cc(C2CC(=O)N(c3ccc(C)cc3)C(=O)C2)cc(OC)c1OC | -4% | -3% | 1.8µM*

Rewritten as a markdown table: part of the list above.
| canonical_smiles | N370S GC | TDP1 block | TDP1 cell noCPT |
| --- | --- | --- | --- |
| CCS(=O)(=O)N1CCC(NC(=O)C(Cc2ccc(OC)c(OC)c2)NC(C)=O)CC1 (stereo not given) | -8% | nt | 6% |
| NC(=O)c1nsc(C(=O)N(CC(=O)NCc2ccccc2)c2cccc(F)c2)c1N | 13% | 0% | -13% |
| Cc1cc(C)cc(OCC(=O)Nc2ccc(CN3CCCCC3)cc2)c1 | 15% | 8% | -5% |
| CC(C)(c1ccccc1)c1ccc(OCCN2CCOCC2)cc1 | -23% | nt | 16µM* |
| CC(NC(=O)c1ccccc1Cl)c1nnc(SCC(=O)Nc2ccc(C(=O)O)cc2)n1C (stereo not given) | -1% | 5% | 38% |
| Cc1[nH]c(-c2ccccn2)nc(=S)c1Cl | -5% | nt | ? |
| CCCNS(=O)(=O)c1ccc(CCC(=O)N2CCN(CC)CC2)cc1 | 10% | 2% | 0% |

Continuation:
SMILES | N370S GC | TDP1 block | TDP1 cell noCPT
Clc1ccc(Nc2nc(-c3ccccc3)c3cc(Cl)ccc3n2)cc1 | nt | -3%[12.3 µM] | -7%
CCCCc1nc2c(c3c1C[C@H](C)OC3)CN(C(=O)C1CC1)CC2 | -11%[12.8 µM] | 0%[12.3 µM] | nt
O=C(COC(=O)c1ccc(F)c(S(=O)(=O)N2CCOCC2)c1)NCc1ccc(F)cc1 | nt | 1% | -10%
CCOC(=O)C(C(=O)OCC)C(Nc1ccccc1)c1ccccc1 (stereo not given) | -19% | 0% | -16%
CCCNC(=O)C(Cc1ccccc1)NC(=O)c1cccc([N+](=O)[O-])c1 (stereo not given) | nt | -1% | -21%
O=C(NCc1cccs1)c1cnc2ccccn2c1=O | -1% | 3% | 2%
COc1cc(CC(=O)OCC(=O)N2CC(=O)Nc3ccccc32)cc(OC)c1OC | 16% | -1% | 19%
O=C(NNc1nc(-c2ccc(Cl)cc2)cs1)c1ccco1 | 16% | 5% | 10µM*
COc1ccc(CCN2C(=O)/C(=C\c3ccco3)SC2=S)cc1OC | 7% | 2% | ?
N#CCCn1cc(/C=N/NC(N)=S)c(-c2ccccc2)n1 | 1% | 0% | ?
CCOC(=O)c1ccc(NC(=O)N2CCN(Cc3cccc(F)c3)CC2)cc1 | -14% | 2% | -28%
COc1ccc(CCNC(=O)C2CCC(=O)N2CCc2ccccc2)cc1OC (stereo not given) | -2% | 0% | 1%
Cc1cccn2c(=O)c(C(=O)NC3CC(C)CC(C)(C)C3)c(O)nc12 (stereo not given) | -3% | nt | 7.3µM*
CS(=O)(=O)N(CC(=O)NCC1CCCO1)c1cc(Cl)cc(Cl)c1 (stereo not given) | -7% | 5% | -7%
COc1cccc(NC(=O)NCC2CCN(Cc3ccc(F)cc3)CC2)c1 | -9% | nt | -19%
CCN(CC)C(=O)CSc1nnc2sc3ccccc3n12 | -3% | -2% | 13%
CCN(CC)CCNC(=S)Nc1ccc2nc(N3CCN(C)CC3)cc(C)c2c1 | 23% | nt | 16µM*
Cc1ccc(NC(=O)CSc2nc3ccc(NC(=O)CCc4ccccc4)cc3s2)cc1 | nt | -3% | ?
Cc1cc(OC(=O)c2cc(Br)ccc2Cl)c([N+](=O)[O-])c(=O)[nH]1 | -16% | nt | -1%
N/C(=N\OC(=O)c1ccccc1Cl)c1cccnc1 | 3% | -9%[56.1 µM] | -12%
CC(=O)c1c(C)nc(C)nc1NC(=O)C(C)C | 20% | 0% | -5%
O=C(O)COc1ccccc1/C=N/Nc1ccc(S(=O)(=O)N2CCOCC2)cc1[N+](=O)[O-] | -16% | 10% | -3%
COc1ccccc1-c1nc2cc(Cl)ccc2c(=O)n1O | 0% | nt | -2%
CCN(C(=O)CSc1nnc(-c2ccc(C)cc2)n1N)c1c(N)n(Cc2ccccc2)c(=O)[nH]c1=O | -7% | 2% | -7%
Cn1c(NC(=O)c2ccc(S(=O)(=O)N3CCOCC3)cc2)cc(=O)n(C)c1=O | -14% | 3% | 2%
CCOc1ccc(-c2cc(C(=O)O)c3ccccc3n2)c(OCC)c1 | -1% | 3%[56.1 µM] | -20%
CC(=O)N1CCCc2cc(S(=O)(=O)Nc3cccc(C)c3C)ccc21 | 1% | 6% | ?
CCOC(=O)N1CCC(N(CCN(C)C)C(=S)Nc2cc(Cl)cc(Cl)c2)CC1 | -6% | 6% | -2%
CCOc1ccccc1N1C(=O)CC(Sc2ncccc2C(=O)O)C1=O (stereo not given) | 2% | 3% | 0%
Cc1nc(-c2ccccc2)sc1-c1ccnn1C | 25% | 6% | ?
O=C(C1CCCN(Cc2ccccc2C(F)(F)F)C1)N1CCCCC1 (stereo not given) | 1% | -2% | ?
CCN(CC)CCCNC(=O)CNC(=O)c1nn(-c2ccc(OC)c(OC)c2)c(=O)c2ccccc12 | 2% | nt | -12%
COc1ccc(NC(=O)c2ccc3[nH]c(C)cc(=O)c3c2)cc1 | nt | 6% | -17%
CCOC(=O)C1(C)NC(c2ccco2)C2C(=O)N(CC)C(=O)C21 (stereo not given) | 5% | -2% | 5%
COCCSc1nnc(NC(=O)Cc2ccccc2OC)s1 | 3% | 5% | 6%
CC(=O)Nc1ccc(NC(=O)C(C)N(C)CC(=O)Nc2ccccc2Br)cc1 (stereo not given) | -1% | nt | -12%
COc1ccc(S(=O)(=O)NCC(c2cccnc2)N2CCN(c3ccc(F)cc3)CC2)cc1C (stereo not given) | -14% | 2%[56.1 µM] | 16µM*
COc1ccc(S(=O)(=O)Nc2cc(C)ccn2)cc1OC | 6% | -7% | 6%
Nc1ccc(C(=O)OCC(=O)NC2CCCc3ccccc32)cc1[N+](=O)[O-] (stereo not given) | -3% | nt | -10%
CNc1nc(SC)nc2ccccc12 | 6% | 5% | ?
CSCC(C)N1CCC(n2nccc2NC(=O)CCOc2ccccc2)CC1 (stereo not given) | -1% | 5% | 25%
CC(=O)c1cc2c(cc1NS(=O)(=O)c1ccccc1)OCO2 | 10% | 1% | -10%
CC(=O)NS(=O)(=O)c1ccc(NS(=O)(=O)c2ccc3ccccc3c2)cc1 | -7% | nt | -25%
O=C1CC2(CCN(C(=O)c3ccccc3F)CC2)Oc2ccccc21 | -2% | 1% | -28%
O=C(Nc1cccc(Br)c1)N1CCC(CN2CCCCCC2)CC1 | nt | -5% | -26%
Cc1ccc(-c2cc(C(=O)N3CCCCC3)c3ccccc3n2)cc1C | 19% | 5% | 23µM*
COC(=O)c1c(NC(=O)CN2CCN(C(=O)c3ccco3)CC2)c2cc(C)ccc2n1C | 2% | 2% | ?
COc1ccc(NC(=O)COC(=O)c2c(C)noc2C)c(OC)c1 | -9% | 0% | -2%
COC(=O)Cc1c(C)c2ccc(OCC(C)=O)c(C)c2oc1=O | -20% | 9% | ?
CCO[C@H]1OC(C(=O)NCc2nc3ccccc3[nH]2)=C[C@@H](c2csc3ccccc23)[C@@H]1CCCO | -9% | 6% | 16µM*
COC(=O)c1c(NC(=O)CS(=O)(=O)c2ccc(C)cc2)sc2c1CCCC2 | nt | 5% | 16µM*
O=C1CCC(=O)N1c1ccccc1OS(=O)(=O)c1ccccc1 | -2% | 5% | 2%

2 consecutive compounds out of the list so far, for reference:
SMILES | N370S GC | TDP1 block | TDP1 cell noCPT
COC(=O)c1c(NC(=O)CS(=O)(=O)c2ccc(C)cc2)sc2c1CCCC2 | nt | 5% | 16µM*
O=C1CCC(=O)N1c1ccccc1OS(=O)(=O)c1ccccc1 | -2% | 5% | 2%

Screens: PubChem BioAssay, National Center for Advancing Translational Sciences (NCATS)

An excerpt, so the mix of outcomes need not match the whole.
